Compound activity: PubChem BioAssay, several laboratories
ARFGAP1 inh: rat ARFGAP1 inhibition | actives 0.26% (n = 360,000) | Arfgap1-stimulated ARF1 GTP hydrolysis, GDP FP detection | inhibition, % at 16.5 µM;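 active = inhibition above a per-plate limit, mean inhibition of low control wells plus 3 SD, cut at about 25% in these data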;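 also: 0% = DMSO wells with enzyme and 100% = wells lacking Arfgap1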
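system = rat Arfgap1 catalytic domain, aa 1-136 | technique = FP, GDP Alexa 633 tracer displaced from anti-GDP antibody, 620/688 nm | compound = one concentration, 16.5 µM, DMSO 1.26% | medium = HEPES-based buffer, pH 7.5 | timing = compound-enzyme preincubation 20 min, reaction 120 min, detection 60 min, 25 °C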
NPR1 activator: GC-A (human) enzyme activation; activation, % at 10 µM; P16066; HEK293 GC-A cells, cGMP TR-FRET, EC30 ANP; 0% at EC30 ANP, 100% saturating ANP; actives 0.14% (n = 370,000); in the data active = activation above about 40%
Target sequence (P16066 whole entry, looked up): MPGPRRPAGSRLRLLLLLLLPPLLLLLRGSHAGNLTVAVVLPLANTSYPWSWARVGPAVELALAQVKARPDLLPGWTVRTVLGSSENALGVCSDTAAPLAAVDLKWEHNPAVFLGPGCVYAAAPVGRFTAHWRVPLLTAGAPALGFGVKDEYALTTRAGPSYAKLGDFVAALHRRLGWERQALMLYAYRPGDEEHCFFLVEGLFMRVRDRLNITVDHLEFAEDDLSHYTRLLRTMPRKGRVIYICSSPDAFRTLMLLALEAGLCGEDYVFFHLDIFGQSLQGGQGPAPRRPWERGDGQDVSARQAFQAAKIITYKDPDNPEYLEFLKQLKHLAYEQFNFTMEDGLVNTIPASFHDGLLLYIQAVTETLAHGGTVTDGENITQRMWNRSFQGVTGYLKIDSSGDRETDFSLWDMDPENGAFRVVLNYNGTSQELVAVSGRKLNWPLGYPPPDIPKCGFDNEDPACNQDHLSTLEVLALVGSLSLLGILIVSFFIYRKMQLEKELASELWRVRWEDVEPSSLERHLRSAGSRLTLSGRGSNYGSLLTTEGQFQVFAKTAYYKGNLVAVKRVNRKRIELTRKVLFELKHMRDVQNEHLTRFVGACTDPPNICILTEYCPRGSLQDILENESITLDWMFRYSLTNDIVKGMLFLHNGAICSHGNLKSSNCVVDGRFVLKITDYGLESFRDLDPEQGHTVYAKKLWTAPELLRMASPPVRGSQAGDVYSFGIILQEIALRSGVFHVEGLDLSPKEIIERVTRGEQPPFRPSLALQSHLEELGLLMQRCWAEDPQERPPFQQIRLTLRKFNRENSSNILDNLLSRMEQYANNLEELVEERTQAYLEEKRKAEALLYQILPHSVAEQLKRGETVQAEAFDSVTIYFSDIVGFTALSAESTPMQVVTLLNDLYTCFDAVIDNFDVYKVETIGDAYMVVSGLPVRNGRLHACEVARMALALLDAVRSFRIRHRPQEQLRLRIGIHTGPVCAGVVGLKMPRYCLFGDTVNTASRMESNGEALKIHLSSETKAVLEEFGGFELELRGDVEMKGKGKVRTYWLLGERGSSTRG
GC-B act: GC-B (human) receptor activation; actives 0.11% (n = 370,000); P20594; activation, % at 10 µM; AID 1920062; HEK293-GC-B cells, CNP EC30, cGMP TR-FRET; 0% at EC30 CNP, 100% saturating CNP;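 active = activation at 10 µM reaching about 35% in either raw or pattern-adjusted values, limit read from the data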
PG9 binder: PG9 antibody binding by small molecule; TR-FRET gp120-PG9 antibody binding; inhibition, % at 6.7 µM; actives 0.43% (n = 360,000); in the data active = inhibition above about 8.5%
SMARCA2 act: activators of SMARCA2 function | MG213 cells, MMTV-luciferase reporter, dexamethasone, overnight | activation, % at 9.1 µM | actives 1% (n = 370,000) | AID 652017; in the data active = activation above about 7.8%;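 also: 0% = vehicle wells and 100% = reference activator wells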
ASAP1 GAP inh: ASAP1 ArfGAP inhibition. actives 0.19% (n = 360,000). Q9ULH1. AID 624377. inhibition, % at 16.5 µM. ASAP1-stimulated ARF1 GTP hydrolysis, GDP FP detection; in the data active = inhibition above about 25%;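 also: 0% = vehicle with enzyme and substrate and 100% = no enzyme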
Rev-erbA mod: Rev-erb alpha (human) modulation; P20393; activity, % at 10 µM; Rev-erbα–FITC-DNA binding, fluorescence polarization, 90 min; actives 0.79% (n = 370,000);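 active = activity above about 14%, limit read from the data; passing the limit was not always enough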;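 also: 0% = DMSO wells with 35 nM protein and 100% = DMSO wells with 750 nM protein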
HTRA1 inhibitor: blocks human HTRA1 serine peptidase. recombinant HTRA1, FP-rhodamine activity-based probe, fluorescence polarization. inhibition, % at 5.96 µM. actives 0.5% (n = 340,000); in the data active = inhibition above about 36%;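 also: 0% = enzyme with DMSO and 100% = wells lacking enzyme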
rCAG binder: molecules binding r(CAG) RNA repeats | r(CAG) RNA repeat, TO-PRO-1 dye displacement fluorescence | inhibition, % at 3 µM | actives 1.3% (n = 370,000) | AID 651821;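 active = inhibition above the plate cutoff, the mean of all test compounds on that plate plus 3 SD, cut at about 35% in these data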;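 also: 0% = DMSO alone and 100% = 100 µM mitoxantrone as full dye displacement; higher means more dye released from RNA so lower well fluorescence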
ABHD4 inh: inhibitors of mouse ABHD4 | Q8VD66 | purified mABHD4, FP-Rh probe fluorescence polarization | inhibition, % at 8.92 µM | actives 0.54% (n = 370,000) | AID 720543;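 active = inhibition exceeding the mean over every tested compound plus 3 SD, cut at about 30% in these data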;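 also: 0% = plate median of compound wells and 100% = S159A mutant with DMSO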
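Assay system: wild-type mouse ABHD4 protein; compound: single nominal dose of 8.92 µM, 0.89% DMSO final; schedule: 45 min + 60 min at 25 °C; measured by: FP readout, ex 525 nm / em 598 nm; evaluation: % inhibition of FP-Rh probe binding versus controls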
* = called active by the depositor; / = not tested or not shown.

compound	ARFGAP1 inh	NPR1 activator	GC-B act	PG9 binder	SMARCA2 act	ASAP1 GAP inh	Rev-erbA mod	HTRA1 inhibitor	rCAG binder	ABHD4 inh
COc1ccc(NC(=O)CCCCC(=O)Nc2ccc(OC)cc2)cc1	0.1	1.0	1.1	-0.8	-2.5	-17.0	-6.4	-1.4	3.5	-1.5
Cc1ccccc1NC(=O)NCc1ccc2c(c1)OCO2	0.4	5.4	0.9	0.9	0.5	2.7	-1.3	-6.2	1.9	-1.1
O=C(CCN1C(=O)/C(=C\c2ccccc2Cl)SC1=S)N1CCN(c2ccccc2)CC1	7.9	-2.1	7.0	-0.6	-1.1	12.4	-3.5	-6.9	6.3	3.1
O=C(c1cc(-c2cccc(O)c2)on1)N1CCCCC1	0.8	-0.9	1.4	-0.7	5.9	-6.3	5.9	-4.3	-1.8	4.0
COc1cc(C(=O)N/N=C/c2ccc(OC(=O)c3cccc(C)c3)cc2)ccc1O	1.3	0.8	-4.0	-0.4	0.1	8.0	5.0	-51.3	11.3	-18.9
COc1ccc(C(=O)NCC(=O)OCc2ccc(F)cc2)cc1	2.7	-5.1	0.3	-1.1	-3.5	-8.5	-1.6	5.2	-1.6	-1.9
Cc1cc(C)c(S(C)(=O)=O)c(Oc2cccc(C(F)(F)F)c2)n1	-2.5	-0.6	1.6	0.1	-1.1	-2.6	-0.3	-10.6	-5.1	-4.0
COc1ccc(OC)c(Nc2cc(-c3ccccc3)nc(N)n2)c1	8.4	-0.4	-5.7	-1.2	-2.8	-0.5	2.3	/	-3.8	2.4
COC(=O)c1cc(CSc2nnc(-c3ccccc3)c(-c3ccccc3)n2)oc1C	-2.6	7.5	1.8	0.0	-2.4	-1.9	1.0	-18.9	13.0	-2.5
C#CCN1C(=O)[C@]2(NCCc3c2[nH]c2ccc(OC)cc32)c2ccccc21	/	-3.1	2.1	/	-0.3	/	-2.7	/	-0.8	-0.4
COCCNC(=S)N(CCCN(C)C)Cc1cc2cc3c(cc2[nH]c1=O)OCCO3	-4.8	5.6	6.9	-0.1	-1.5	7.8	5.6	8.2	5.9	-0.3
C[C@H](O)[C@@H]1CN2CCc3c([nH]c4ccc(-c5ccc6c(c5)OCO6)cc34)[C@@H]2C[C@@H]1N(C)C(=O)NC1CCCCC1	-12.5	14.2	-8.1	-1.1	-2.6	-7.1	8.2	0.3	7.2	-1.0
O=C(COc1ccccc1Cl)N1CCc2ccccc2C1	-11.8	-1.9	0.1	1.4	0.3	5.9	0.3	-0.1	-0.3	0.5
COc1ccc(C(C(=O)NC2CCCCC2)N(C(=O)CCl)c2ccccc2Cl)cc1 (configuration not stated)	11.6	-16.4	-10.9	-0.7	-3.2	-4.2	0.2	2.0	-0.7	-0.3
Cc1c(C(=O)OC(C)C(C)C[N+](C)(C)C)oc2ccccc12 (configuration not stated)	4.5	4.0	9.1	2.2	-3.9	-8.9	-2.8	1.9	0.3	8.0
O=C(COC(=O)c1ccccc1Nc1cccc(C(F)(F)F)c1)NCc1ccco1	-5.9	8.0	3.5	-0.5	-0.2	5.8	-0.8	-22.1	8.7	-9.2
COc1ccc(Cl)cc1C(=O)N(Cc1nc(-c2cccc(C)c2)no1)C(C)C	-10.2	-3.2	-1.7	-1.0	-2.2	-7.5	-2.9	-70.0	0.5	7.8
CCOc1ccc(NC(=O)CN(C)C(=O)C2CCCC2)cc1OCC	-4.5	-1.7	-10.9	-0.2	0.8	5.7	5.2	3.8	-6.8	4.0
CCOC(=O)N1CCN(C(=O)CCN2C(=O)c3ccccc3S2(=O)=O)CC1	0.5	-3.2	-0.8	-2.2	0.5	5.2	2.7	1.0	-5.5	3.3
CCOP(=O)(c1ccc(N(C)C)cc1)C(O)c1cccnc1 (configuration not stated)	7.0	-0.2	-11.2	-2.3	-6.4	1.1	1.3	-2.1	-0.1	-4.9

Looked up one by one from the entries so far (2):
compound	ARFGAP1 inh	NPR1 activator	GC-B act	PG9 binder	SMARCA2 act	ASAP1 GAP inh	Rev-erbA mod	HTRA1 inhibitor	rCAG binder	ABHD4 inh
C#CCN1C(=O)[C@]2(NCCc3c2[nH]c2ccc(OC)cc32)c2ccccc21	/	-3.1	2.1	/	-0.3	/	-2.7	/	-0.8	-0.4
COCCNC(=S)N(CCCN(C)C)Cc1cc2cc3c(cc2[nH]c1=O)OCCO3	-4.8	5.6	6.9	-0.1	-1.5	7.8	5.6	8.2	5.9	-0.3

Next part.
compound	ARFGAP1 inh	NPR1 activator	GC-B act	PG9 binder	SMARCA2 act	ASAP1 GAP inh	Rev-erbA mod	HTRA1 inhibitor	rCAG binder	ABHD4 inh
O=C(COc1ccc(Cl)cc1Cl)NNC(=S)NC(=O)c1ccco1	7.8	0.6	3.6	-2.1	-3.2	4.2	5.5	6.0	5.2	2.0
O=C(c1ccc(S(=O)(=O)N2CCCCC2)cc1)N1CCN(Cc2ccc3c(c2)OCO3)CC1	2.2	5.5	-2.1	-1.2	-0.8	10.3	-9.4	-3.2	0.8	1.9
CCc1cc(=O)oc2cc(C)cc(OCC(=O)NC3CC3)c12	12.8	-8.6	-6.5	1.3	0.0	4.3	-5.0	1.6	-3.0	-2.8
O=C(CCN1C(=O)c2ccccc2C1=O)NCc1ccccc1	-4.0	1.2	-1.7	-1.2	5.5	1.6	-4.5	5.0	-0.6	-5.0
COc1ccc2[nH]c3c(c2c1)CCN1C(=O)C(CC(=O)NC(C)(C)C)C[C@H](C(=O)N2CCOCC2)[C@@]31CCC1CCCC1 (some centres not stated)	-0.7	-6.2	-3.5	1.4	3.9	-1.9	-3.4	-2.2	0.9	-6.5
COc1ccc(OCC(=O)Nc2ccc(N3CCCCC3)cc2)cc1	1.6	-0.1	1.4	-2.5	-0.3	-6.3	5.3	-4.0	-7.4	10.0
Cc1ccccc1Cn1nnc(-c2ccc3c(c2)OCO3)n1	-7.1	-3.2	2.6	1.2	1.9	6.6	5.0	-13.1	-0.6	-10.2
O=C(C(=Cc1ccccc1)c1ccccc1)c1ccccc1	-11.6	3.9	-9.8	0.8	-5.5	-5.9	0.8	/	2.8	-17.1
Cc1ccc(-c2oc3ccccc3c(=O)c2O)cc1	5.0	12.6	-2.7	3.4	-0.1	-8.9	0.4	16.6	2.4	2.5
CCCOc1ccc(NC(=O)CC2C(=O)OCC3CCCCN32)cc1 (configuration not stated)	2.9	-0.3	3.5	0.8	-1.2	-2.3	-7.3	4.5	2.1	3.0
CN(Cc1cnccn1)C(=O)CC1C(=O)NCCN1Cc1c(F)cccc1Cl (configuration not stated)	-8.3	2.1	5.2	-3.3	-0.1	-7.2	-1.5	6.5	-2.1	-1.2
COc1ccc(C(=O)Nc2ccc(C(F)(F)F)n(C)c2=O)cc1	-7.5	1.9	-5.2	-3.6	3.4	15.4	47.3*	-3.0	-1.7	2.2
O=C(N/N=C1\C2CN3CCN(C2)CC1(c1ccccc1)C3)c1ccc(F)cc1	0.4	1.7	-1.6	-3.0	2.8	-8.8	4.6	1.9	0.6	-4.2
Cc1cc(Cl)ccc1OCC(O)CNCCc1ccc(S(N)(=O)=O)cc1 (configuration not stated)	4.1	-6.7	-4.9	2.2	-3.6	5.2	-8.4	5.6	1.2	1.4
NC(=O)CSc1ccc(F)cc1	7.7	-2.8	-0.1	-1.0	1.3	-5.3	4.5	3.2	-2.9	6.6
O=C(CSc1nnnn1-c1ccc2c(c1)CCC2)NCc1cccs1	5.1	1.5	6.5	0.8	-0.4	-3.3	-2.1	-9.9	-3.9	-1.2
CC(C)Oc1ccc(C(=O)Nc2ccc(S(=O)(=O)N3CCN(C)CC3)cc2)cc1	-5.8	1.3	1.2	-0.7	-3.0	-8.2	-1.4	-1.4	-1.4	6.0
CC(=O)NCCOc1ccc2oc3ccccc3c2c1	-0.2	0.5	4.7	-1.3	1.6	3.2	0.0	-3.3	-3.1	2.6
COC(=O)[C@H](Cc1ccccc1)N[C@H](c1ccc(OC)cc1)[C@@H](O)Cc1ccccc1	2.6	-5.1	-9.4	-0.6	1.5	8.1	1.9	/	-1.0	-6.5
Oc1ccc(/C=N/N(c2ccccc2)c2ccccc2)c(O)c1O	-2.3	-0.4	-4.9	-0.7	-3.0	-8.3	-1.7	68.3*	43.3*	39.2*

Arranged by the number under ARFGAP1 inh (largest number first): some entries from above
| canonical_smiles | ARFGAP1 inh |
| --- | --- |
| NC(=O)CSc1ccc(F)cc1 | 7.7 |
| COC(=O)[C@H](Cc1ccccc1)N[C@H](c1ccc(OC)cc1)[C@@H](O)Cc1ccccc1 | 2.6 |
| COc1ccc(OCC(=O)Nc2ccc(N3CCCCC3)cc2)cc1 | 1.6 |

(listing goes on)
compound	ARFGAP1 inh	NPR1 activator	GC-B act	PG9 binder	SMARCA2 act	ASAP1 GAP inh	Rev-erbA mod	HTRA1 inhibitor	rCAG binder	ABHD4 inh
CCOc1ccc(NC(=O)Nc2ccc3c(c2)nc(C)n3C)cc1	3.2	2.7	-1.8	-0.9	-0.3	-3.4	-1.4	3.6	4.7	-1.6
CCOc1ccc(C(C)(C)C)cc1S(=O)(=O)N1CC(C)OC(C)C1 (configuration not stated)	-1.8	-1.7	2.1	-2.1	0.7	1.9	-2.4	-11.9	-7.9	2.0
COc1ccc(NC(=O)C(CCSC)NC(N)=O)cc1Cl (configuration not stated)	0.9	5.3	-1.3	0.6	0.6	-7.5	-6.2	15.5	0.1	1.6
C[C@]12CCC(=O)C=C1CC[C@@H]1[C@@H]2C(=O)C[C@@]2(C)[C@H]1CC[C@]2(O)C(=O)CO	-2.5	3.2	6.9	0.7	-6.5	1.9	-1.6	2.7	0.7	-13.8
N#CC1CCN(c2nc(-c3ccc(Br)cc3)cs2)CC1	/	9.9	-12.7	/	/	/	3.0	/	/	-4.6
Clc1ccc(OCCN2CCOCC2)cc1Cl	3.9	3.9	1.4	1.5	-7.2	2.2	-3.8	1.6	-0.7	16.2
COc1ccccc1C(=O)N1CCCC1(C#N)c1ccccc1 (configuration not stated)	-10.7	1.6	-2.0	-1.6	-0.2	6.9	-4.1	8.4	-1.8	-9.5
O=C(NCc1ccc2c(c1)OCO2)C1Cc2ccccc2CN1C(=O)c1ccco1 (configuration not stated)	-0.5	-2.1	5.2	0.0	2.6	1.8	-1.8	-8.9	-2.1	-0.6
O=S(=O)(Nc1nc2ccccc2nc1Cl)c1ccc(F)cc1	-6.8	6.9	3.3	0.8	1.4	0.7	-2.1	-3.1	4.5	1.7
COc1ccc(OCCCC(=O)Nc2ccc(N3CCCCC3)cc2)cc1	-3.9	0.6	-3.0	-1.4	-3.1	2.0	2.8	-1.5	2.7	-0.2
Cc1cccc(COC[C@H](CC(C)C)N2CCN(C(=O)c3ccc(C(F)(F)F)cc3)CCC2=O)c1	-6.8	-0.7	-2.5	-1.3	-0.7	-11.4	3.5	/	-1.6	0.4
Cc1cc(C)c(C)c(S(=O)(=O)NC(C)C(=O)O)c1C (configuration not stated)	-15.3	1.6	0.5	-0.6	-1.5	-9.5	-0.1	8.9	-1.1	6.6
Cc1ccc(Nc2nc(-c3sc(NC(=O)c4ccccc4)nc3C)cs2)cc1	-12.3	-1.7	5.6	-0.8	0.9	7.2	0.6	-3.6	18.8	3.8
CC(C)OCCCNC(=O)c1cc(-c2cccnc2)nc2ccccc12	-3.5	3.0	2.6	-0.5	-3.8	-11.9	9.3	-1.0	-1.5	-2.1
Cc1ccc2c(c1)N(CC(=O)N1CCCCC1)C(=O)CO2	6.1	3.2	-3.6	-1.5	0.7	11.2	-5.3	4.3	-1.0	-3.1
